Tb PFK inh: inhibitors of T. brucei phosphofructokinase | Potency, µM (series often up to 57.5 µM), for the others: top-dose activity, negative = inhibition, hits mostly inhibitors | T. brucei PFK, ADP-Glo luminescence | O15648 | actives 0.17% (n = 330,000) | AID 485367;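 note: potency is the fitted concentration of half-maximal effect; 0% = uninhibited 1x PFK enzyme wells and -100% = no-enzyme wells; nearly all actives have a fitted effect of over 60% in size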
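1.25 nM PFK with 0.5 mM F6P and 0.1 mM ATP in 0.1 M TEA pH 8.0, 5 mM MgCl2, incubated 45 min at room temperature; ADP measured by ADP-Glo luminescence; compounds titrated up to 57 uM.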
AT treatment: potential ataxia-telangiectasia treatment; AID 485349; Potency, µM (highest dose often 57.5 µM), without a hit: at the top dose activation, actives largely listed as activators; […] A-T fibroblasts, KAP-1 phosphorylation AlphaLISA; neocarzinostatin DNA damage 30 min before lysis; actives 0.19% (n = 320,000); note: potency is the fitted concentration of half-maximal effect; % of control where 0% means no effect; nearly all actives have a fitted effect of over 45% in size
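hTERT-immortalized A-T patient fibroblasts ([…]), 500 cells/well in OPTI-MEM, 1% FBS, got compounds for 60 min, then NCS for 30 min at 37C. Lysates were then assayed for phospho-KAP-1 by AlphaLISA (anti-pKAP1 donor, anti-KAP1 acceptor beads), 6 hr at 25C.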
BCR signal inh: chronic active BCR signaling inhibition. AID 493014. ABC-DLBCL IkBa-CBG/CBR reporter, luminescence ratio, 4 h. Potency, µM (highest dose often 46.1 µM), for inactives: top-dose ratio change, negative = lower green/red ratio, most hits filed as inhibitors. actives 0.05% (n = 340,000); active = well fitted inhibition curve with a large enough effect in the signal ratio, with a control signal flat, not every such curve was filed as active; inconclusive = small, poorly fitted or top-dose-only effect, or effect the other way, or a change in a side signal; the % refers to the signal ratio;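 note: potency is the fitted concentration of half-maximal effect; plate controls were basal doxycycline-induced cells for no effect and cells given 10 µM MG132 for full effect; MG132 reads +100%, hits lower the ratio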
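Cell line TMD8 (human ABC DLBCL), stably expressing tet-inducible CBG68-IkBa fusion and CBR; IMDM/0.5% FBS; cpd up to 46 uM; dox induction, 4 h, 37C/5% CO2; dual luminescence; green/red ratio; MG132 control.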
Giardia killer: kills Giardia lamblia. Giardia lamblia trophozoite viability. activity change, % at 7.66 µM, hits read low. actives 0.15% (n = 340,000); in the data active = activity change below about -80%; inconclusive = between about -30% and that limit;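 note: parasites exposed to compound for two days anaerobically before the ATP read; % is set by controls: 0 for no effect and ±100 for the full control effect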
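Luminescent ATP signal served as the viability read-out, measured 15-30 min after adding ATP detection reagent to trophozoites that had been incubated with compounds for 48 hrs at 37 deg C anaerobically at 100 cells/well.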
GALK inhibitor: galactokinase (human) inhibition; actives 0.007% (n = 270,000); P51570; Potency, µM (highest dose often 57.5 µM), inactives show top-dose activity change, negative = inhibition, hits mostly inhibitors; Purified GALK, Kinase-Glo residual ATP luminescence; note: potency is the fitted concentration of half-maximal effect; % is set by controls: 0 for no effect and ±100 for the full control effect
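Kinase-Glo Plus luminescence measured ATP left after a 1 h room-temperature reaction. The reaction used 5 nM GALK, 100 uM galactose and 35 uM ATP at pH 8.0 (20 mM HEPES, 5 mM MgCl2, 60 mM NaCl, 1 mM DTT, 0.01% BSA).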
TSHR antagonist: human thyrotropin receptor antagonism | P16473 | TSHR-expressing cells, TSH-stimulated cAMP HTRF, 2 h; hits give low values | activity change, negative = inhibition, % at 11.5 µM | actives 0.2% (n = 330,000) | AID 504810;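 active = activity change below a set negative limit, meaning inhibition stronger than a set level, cut at about -70% in these data; inconclusive = activity change between two set negative limits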; note: % is set by controls: 0 for no effect and ±100 for the full control effect
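Cell-based HTRF cAMP assay; TSHR cells + compound, TSH EC80 (4nM final), 2 h, 37 deg C. Lysis with anti-cAMP cryptate and cAMP-d2, 30 min RT, read 665/620 nm.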
MLL CXXC-DNA inh: blocks binding of human MLL CXXC domain to DNA | Q03164 | MLL-CXXC / FITC-HOXA9 DNA fluorescence polarization | Potency, µM (highest dose often 115 µM), inactives show at the top dose activity change, negative = inhibition, most hits filed as inhibitors | actives 0.037% (n = 290,000); active = well fitted inhibition curve with a large enough effect in the polarisation, with a control signal flat, not every such curve was filed as active; inconclusive = small, poorly fitted or top-dose-only effect, or effect the other way, or a change in a side signal; inactive = no such curve, though single readings can be large or run the other way; the % refers to the polarisation; note: potency is the fitted concentration of half-maximal effect
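Steps: dispense CXXC domain solution (7 uM) → pin compounds or unlabeled HOX-A9 DNA control → 5 min ambient → add FLSN-HOX-A9 solution (50 nM) → spin → 30 min ambient → fluorescence polarization. Tris pH 7.5/NaCl/DTT/BSA buffer.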
TCR act: activators of T cell receptors; 330,000 tested, under 10 active; primary human leukocytes, anti-CD3, IL-2 HTRF, 48 h; Potency, µM (highest dose often 9.22 µM), without a hit: at the highest dose activation of IL-2 secretion, most hits filed as activators; AID 504894; note: % of control where 0% means no effect
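Human primary leukocytes + a-CD3 beads + cpd, 48 hr; IL-2 in supernatant by HTRF (ex 320nm / em 665nm). No co-stimulatory signal supplied.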
Coupling enz: inhibits coupling enzyme system, counter-screen for aldolase hits | coupling enzyme system counterscreen, AmpLite Red fluorescence | activity change, negative = inhibition, % at 58.2 µM, hits read low | actives 0.67% (n = 290,000); in the data active = activity change below about -30%; note: % is set by controls: 0 for no effect and ±100 for the full control effect
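Coupling enzymes only (glyceraldehyde-3-phosphate) + compound, at 57.5 uM final, 10 min RT; add substrate/coupling/AmpLite Red mix, 20 min RT; fluorescence ex 525/em 598 nm. Actives flag coupling-system interference.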
hERG WT inh: blocks the wildtype human KCNH2 potassium channel | Q12809 | U2OS, BacMam KCNH2, thallium flux FluxOr; hits give low values | activity change, % at 1.84 µM | actives 0.37% (n = 340,000);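 active = maximum activity change below -70%; inconclusive = maximum activity change between -70% and -50%; inactive = maximum activity change above -50%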; note: % is set by controls: 0 for no effect and ±100 for the full control effect
Target sequence (Q12809 whole entry, looked up): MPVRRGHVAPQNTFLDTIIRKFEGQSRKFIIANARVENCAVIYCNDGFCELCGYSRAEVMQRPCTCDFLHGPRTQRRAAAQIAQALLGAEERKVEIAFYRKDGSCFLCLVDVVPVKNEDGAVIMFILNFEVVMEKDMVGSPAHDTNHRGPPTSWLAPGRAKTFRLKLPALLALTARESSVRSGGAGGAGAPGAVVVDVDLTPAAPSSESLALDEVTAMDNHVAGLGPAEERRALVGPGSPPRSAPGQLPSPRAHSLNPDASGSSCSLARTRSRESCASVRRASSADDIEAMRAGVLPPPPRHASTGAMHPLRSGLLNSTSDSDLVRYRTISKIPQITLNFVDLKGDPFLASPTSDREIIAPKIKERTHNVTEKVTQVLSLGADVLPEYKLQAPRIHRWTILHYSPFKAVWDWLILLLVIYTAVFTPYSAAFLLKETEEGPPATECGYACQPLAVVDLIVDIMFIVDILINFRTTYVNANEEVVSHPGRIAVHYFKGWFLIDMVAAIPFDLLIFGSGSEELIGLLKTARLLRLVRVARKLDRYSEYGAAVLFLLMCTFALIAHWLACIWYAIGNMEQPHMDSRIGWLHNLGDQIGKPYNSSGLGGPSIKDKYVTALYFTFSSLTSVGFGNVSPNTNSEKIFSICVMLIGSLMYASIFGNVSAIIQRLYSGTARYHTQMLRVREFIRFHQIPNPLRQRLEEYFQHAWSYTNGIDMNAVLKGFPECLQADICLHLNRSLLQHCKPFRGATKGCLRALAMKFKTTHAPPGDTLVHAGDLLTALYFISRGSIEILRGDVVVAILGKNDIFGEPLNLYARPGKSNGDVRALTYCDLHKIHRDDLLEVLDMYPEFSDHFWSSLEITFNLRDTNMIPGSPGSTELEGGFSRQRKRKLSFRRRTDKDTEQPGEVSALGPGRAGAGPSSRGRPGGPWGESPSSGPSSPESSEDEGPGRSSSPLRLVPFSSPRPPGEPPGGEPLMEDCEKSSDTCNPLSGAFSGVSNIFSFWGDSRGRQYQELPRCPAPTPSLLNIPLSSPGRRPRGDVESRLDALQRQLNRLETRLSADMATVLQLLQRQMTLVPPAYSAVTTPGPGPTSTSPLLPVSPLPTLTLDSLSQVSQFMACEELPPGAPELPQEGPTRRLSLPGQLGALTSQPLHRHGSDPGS
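U2OS cells were transduced with wild-type KCNH2 virus (2.03 x 10^8 / mL) for 4 h at room temperature, then cultured overnight at 37 C. Thallium flux was read with FluxOr dye. Rate constants were normalized to DMSO controls.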
Active calls of the source: *; i = inactive; ? = inconclusive; . = no result given; [ ] = remark or other dose. Unless noted, calls come from the whole dose curve; as a rule, active = well fitted curve in the direction sought with a large enough effect; inconclusive = small, poorly fitted or top-dose-only effect, or another doubt; inactive = no such curve, though single readings can be large; an effect the other way counts as inactive or inconclusive. This is a random part of the collection; about 1.6% have a hit in one of these screens.

structure,AT treatment,TCR act,Coupling enz,MLL CXXC-DNA inh,GALK inhibitor,Tb PFK inh,TSHR antagonist,hERG WT inh,Giardia killer,BCR signal inh
CCCC(=O)Nc1ccc(Cl)c(NC(=S)NC(=O)c2cc3ccccc3o2)c1,8.0%,-3.6%[46.1 µM],4.6,-10.3%,-1.8%,-5.8%,42.6,-9.5,0.2,?
CCOC(=O)c1c(S(=O)(=O)NCC(=O)Nc2cccc(C)c2C)c(C)n(C)c1C,-11.7%,6.1%,.,52.5%,-4.5%,10.8%,-111.8*,-12.3,-1.8,-0.1%
CCC(=O)N1CCc2cc(S(=O)(=O)N3CCN(c4ccccn4)CC3)ccc21,7.5%,4.0%,3.5,-4.0%,-3.5%,0.6%,-3.1,3.2,-3.8,-26.6%
COc1ccc(NC(=O)CSc2nc(-c3ccncc3)nn2CC(=O)N2CCCC2)cc1,-4.6%,-3.6%,0.1,-0.6%,1.0%,-1.9%,6.7,-3.0,-19.5,5.1%
CC(=O)Nc1cccc(-c2nn[nH]n2)c1,-7.0%,12.3%,0.5,-5.5%,0.1%,1.1%,-0.1,-3.5,10.0,-5.0%
CN(CC(=O)Nc1ccccc1Br)C(=O)COc1ccc2ccccc2c1,8.1%,5.1%,.,.,.,-9.7%,-13.0,12.9,-4.5,3.7%
C=CCNC(=O)C1(c2ccccc2)CC1(Cl)Cl (stereo not drawn),6.0%,5.1%[46.1 µM],5.7,-4.4%,-1.1%,-7.4%,1.0,2.1,-18.3,-3.5%
CCOCCOc1cccc(C(=O)NC(C)c2ccc3ccccc3c2)c1 (stereo not drawn),-24.7%,-4.1%,-1.8,-1.3%,0.7%,-6.8%,-0.3,3.2,29.5,-2.6%
CCOC(=O)N1CCN(Cc2nc3cc(NC(=O)c4ccco4)ccc3n2CC)CC1,2.3%,4.0%,2.0,1.2%,-1.4%,-14.3%,24.3,-0.9,2.0,1.7%
Nn1c(SCC(=O)Nc2ccc(OC(F)F)cc2)nnc(Cc2ccccc2)c1=O,6.8%,-4.6%,.,.,.,0.0%,-10.1,2.3,7.7,0.4%
CCn1c(C)nc2cc(C(=O)N/N=C/c3cccc(OC)c3O)ccc21,-3.3%,0.1%,-3.1,5.1%,8.5%,5.2%,-4.1,17.3,5.2,-0.2%
COCCN(C(=O)C1CC1)c1nnc(-c2ccc(C)cc2)s1,12.7%,.,-0.2,-9.7%,-3.5%,2.9%,-19.2,-5.1,-0.6,?
Cc1ccc([C@@H]2CC=C(C(=O)O)CN2S(=O)(=O)c2ccc(C)cc2)cc1,15.3%,-6.8%,.,.,.,-0.9%,-6.0,1.1,?,18.4%
CCOc1ccc(CCNC(=O)COC(=O)c2ccc[nH]c2=O)cc1OCC,5.8%,0.5%,.,.,.,-6.7%,.,-16.6,-21.9,1.0%
COc1ccc(/C=C(/C#N)C(=O)Nc2ccccc2C)cc1C(=O)O,1.7%,0.1%[46.1 µM],2.1,-11.0%,-0.3%,18.1%,2.7,-7.6,-6.1,-18.0%
Cc1ccc(O)c(N)c1,-3.6%,0.9%,.,.,.,-7.3%,8.7,-1.7,-11.4,-8.1%
CC(=O)N1CCN(S(=O)(=O)c2cccc(C(=O)NC3CCCC3)c2)CC1,-3.6%,-61.0%,.,.,.,-7.6%,12.3,11.9,12.7,-0.3%
CCOC(=O)c1[nH]c2ccccc2c1NC(=O)CC(C)C,-13.5%,-5.9%,3.6,0.6%,3.0%,-7.7%,-9.6,9.0,-13.0,-2.4%
COc1ccc(-n2nc(C(=O)NCC(=O)NCCCN3CCOCC3)c3ccccc3c2=O)cc1,6.1%,-2.7%,2.1,-7.9%,-0.2%,-10.2%,25.9,-12.3,-16.3,6.2%
O=C(Nc1cccc(C(F)(F)F)c1)c1cccnc1NCCc1ccccc1,0.4%,6.0%,-13.2,8.6%,0.7%,-4.9%,-0.4,-2.9,3.0,7.9%
O=C1NCCCC1C(=O)Nc1ccccc1C(F)(F)F (stereo not drawn),1.0%,-0.9%,-2.2,-4.9%,-0.9%,-4.0%,5.9,-3.2,-4.7,.
CC1Oc2ccccc2C=C1C1/C(=C(/O)c2ccccc2)C(=O)C(=O)N1CCCN(C)C (stereo not drawn),-1.3%,1.4%,1.4,-1.7%,-1.5%,0.6%,3.6,4.9,-21.3,0.3%
CSc1ncccc1C(=O)OCc1cccc([N+](=O)[O-])c1,-4.4%,-5.4%,2.4,5.0%,-7.3%,-2.1%,-5.1,-3.0,8.1,1.2%
COc1cc(C(=S)N2CCOCC2)ccc1OC(=O)c1cc([N+](=O)[O-])cc([N+](=O)[O-])c1,4.8%,-0.8%[46.1 µM],0.6,3.8%,1.6%,2.6%,-5.0,-0.2,-1.9,-5.4%
COc1cc(OC)cc(C(=O)Nc2ccccc2C(=O)N2CCCC2)c1,0.1%,2.2%,-2.5,-0.4%,.,-1.6%,-1.1,0.9,-20.8,10.9%
O=C(NC1(C(F)(F)F)C(=O)Nc2c1c(=O)[nH]c(=O)n2Cc1ccccc1)c1ccc(Cl)cc1Cl (stereo not drawn),6.0%,-4.0%,6.1,-1.9%,0.0%,-5.9%,-6.9,15.8,-9.5,1.8%
O=[N+]([O-])c1ccc(NC(=S)NCC(c2cccnc2)N2CCOCC2)cc1 (stereo not drawn),-3.0%,-4.7%,5.8,5.9%,0.4%,0.6%,2.1,i,0.8,-1.0%
O=C(C1CCCN(S(=O)(=O)c2ccc(Br)cc2)C1)N1CCN(Cc2ccccc2)CC1 (stereo not drawn),-0.6%,-3.2%,.,-11.5%,5.6%,-2.2%,-12.5,-2.1,-1.9,?
O=c1[nH][nH]c(-c2ccccc2)c1C=Nc1ccc(Cl)cc1,12.8%,.,5.5,-6.9%,-0.2%,-1.6%,11.8,1.6,0.3,1.3%
CCN(CC(=O)Nc1c(F)cccc1F)C(=O)c1ccc(COc2ccccc2)o1,0.7%,2.9%,.,.,.,-0.1%,-0.1,-14.9,5.0,?
CCOc1ccc(CNc2nc3ccccc3n2CCN2CCOCC2)cc1,.,-0.2%[46.1 µM],4.9,4.4%,-1.9%,0.9%,-8.1,16.9,43.3[activator],-0.4%
CC1(c2ccccc2)NC(=S)N2C1NC(=S)N2c1ccccc1 (stereo not drawn),-1.3%,-1.1%,0.3,9.6%,1.0%,5.3%,-7.0,5.8,-6.9,?
Cc1cccc(N2CCN(C(=O)c3cccs3)CC2)c1C,7.2%,.,2.3,11.7%,-2.7%,-1.1%,-16.9,-13.1,2.7,?
CCc1nn(CCCC(=O)NCc2cc(Br)ccc2OC)c(=O)c2cc3occc3n12,-1.2%,6.0%,4.4,1.7%,6.0%,1.8%,6.1,0.9,-14.8,4.9%
Cc1nn(C)cc1/C=C/C(=O)c1ccc(O)cc1,-6.9%,-7.5%,1.1,10.5%,1.7%,-1.7%,3.4,-0.3,-9.3,?
Cn1c(=O)c2cc(S(=O)(=O)NC(C(=O)Nc3cccc(F)c3)c3ccccc3)ccc2n(C)c1=O (stereo not drawn),12.5%,-2.3%,6.6,17.5%,2.1%,0.3%,8.9,21.3,-12.7,-9.6%
CC(=O)Nc1ccc(S(=O)(=O)NCCC(=O)Nc2ccc(C)c(Cl)c2)cc1,2.9%,0.7%[46.1 µM],-0.5,4.8%,-2.5%,-7.4%,-1.3,-5.7,-13.2,?
CC(C)CCNC(=S)Nc1ccc2nc3n(c(=O)c2c1)CCCCC3,.,1.4%[46.1 µM],1.1,-7.2%,0.1%,0.0%,17.6,2.5,-9.5,-0.3%
COc1ccc(S(=O)(=O)NCC(=O)N(CC(=O)NCC2CCCO2)c2ccccc2C)cc1 (stereo not drawn),-3.3%,-1.2%,0.8,16.6%,-0.3%,0.2%,-2.7,-1.2,27.5,?
Nn1c(Cc2ccccc2)nc2cc(Cl)ccc2c1=O,1.0%,0.4%,-0.5,-6.6%,2.8%,-4.3%,5.7,-21.3,6.1,-11.6%
CCN(C(=O)COC(=O)COc1ccc(Cl)c(C)c1)C1CCS(=O)(=O)C1 (stereo not drawn),-3.1%,2.5%,.,.,.,1.6%,-5.8,-1.6,-27.1,-0.4%
COc1ccc(CCN(Cc2cc3cc(C)cc(C)c3nc2Cl)C(=O)C2CC2)cc1,5.9%,17.4%,2.0,-13.3%,1.2%,-2.6%,-23.8,-7.4,-4.5,12.1%

High-throughput results: PubChem, National Center for Advancing Translational Sciences (NCATS)
